hgDAF12 agonist: hgDAF-12 agonism, primary luciferase screen. HEK293 GAL4-hgDAF12 UAS-luciferase reporter, agonist luminescence; normalized to butyrate control. activation, % at 6.8 µM. 1.8% of 370,000 active;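 active means activation above a cutoff set at the mean of all screened compounds plus 3 SD, cut at about 10% in these data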;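 further: 0% = DMSO wells and 100% = sodium butyrate wells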
GAA850 FXN act: frataxin GAA850 promoter activation. HEK293 lucGAA850 FXN promoter luciferase reporter, 24 h; percent of 10 µM SAHA response. activation, % at 6 µM. AID 540364. 0.56% of 360,000 active;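 active means activation above the average of all compounds screened plus 3 SD, cutoff fixed separately per campaign, cut at about 7.5% in these data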;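 further: 0% = DMSO wells and 100% = 10 µM SAHA wells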
ssDAF-12 act: activators of S. stercoralis DAF-12 nuclear receptor. HEK293 ssDAF-12/GRIP1 lit1-tk-luc reporter, luminescence; % of 3 µM dafachronic acid response. activation, % at 6.8 µM. 1% of 370,000 active. AID 652126;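 active means activation above the mean over all tested compounds plus 3 SD, cut at about 0.9% in these data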;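 further: 0% = DMSO-only wells and 100% = 3 µM delta7-dafachronic acid wells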
DAX1 inh-1: inhibitors of DAX1 repression of SF-1 activated StAR promoter. HEK293T StAR-luciferase reporter, SF-1/DAX-1 repression relief. AID 652010. 1.1% of 370,000 active. inhibition, % at 6.8 µM;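 active means inhibition above the mean over all tested compounds plus 3 SD, cut at about 3.6% in these data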;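 further: 0% = DAX-1 cells with DMSO and 100% = cells lacking DAX-1 with DMSO; higher inhibition means more luminescence from relief of DAX-1 repression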
DAX1 inh-2: NR0B1 (DAX1) inhibition; P51843; HEK293 Gal4-DAX1 luciferase reporter, luminescence; inhibition, % at 6.75 µM; 0.99% of 340,000 active; AID 504766;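 active means inhibition above the mean over all tested compounds plus 3 SD, cut at about 4.2% in these data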;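 further: 0% = DAX1-transfected cells with DMSO and 100% = empty-vector control cells with DMSO; inhibition shows as a rise in luminescence from relieved DAX1 repression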
Target sequence (P51843 207-470 limits assumed): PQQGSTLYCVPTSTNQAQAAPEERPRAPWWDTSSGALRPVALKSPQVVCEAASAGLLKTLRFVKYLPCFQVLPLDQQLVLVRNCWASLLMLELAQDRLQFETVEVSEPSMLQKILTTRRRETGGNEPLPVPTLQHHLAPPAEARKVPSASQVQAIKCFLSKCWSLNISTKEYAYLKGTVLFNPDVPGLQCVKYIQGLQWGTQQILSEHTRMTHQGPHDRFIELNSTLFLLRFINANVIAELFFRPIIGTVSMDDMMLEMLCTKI
SMARCA2 act: increases SMARCA2 function in MMTV reporter cells. MG213 cells, MMTV-luciferase reporter, dexamethasone, overnight. activation, % at 9.1 µM. 1% of 370,000 active. AID 652017; in the data active means activation above about 7.8%;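 further: 0% = vehicle wells and 100% = reference activator wells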
PG9 Ab binder: small molecules binding HIV-1 gp120 antibody PG9; TR-FRET gp120-PG9 antibody binding; AID 624416; inhibition, % at 6.7 µM; 0.43% of 360,000 active; in the data active means inhibition above about 8.5%
ADAM10 inh: ADAM10 inhibition, QFRET primary screen; 0.62% of 370,000 active; inhibition, % at 7 µM; recombinant ADAM10, EDANS/DABCYL FRET peptide cleavage, 3 h; O14672;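 active means inhibition above a per-campaign cutoff equal to the mean of compounds falling between control-based bounds plus 3 SD, cut at about 20% in these data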;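 further: 0% = DMSO wells while the 100% control is not disclosed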
Target sequence (O14672 214-748 limits assumed): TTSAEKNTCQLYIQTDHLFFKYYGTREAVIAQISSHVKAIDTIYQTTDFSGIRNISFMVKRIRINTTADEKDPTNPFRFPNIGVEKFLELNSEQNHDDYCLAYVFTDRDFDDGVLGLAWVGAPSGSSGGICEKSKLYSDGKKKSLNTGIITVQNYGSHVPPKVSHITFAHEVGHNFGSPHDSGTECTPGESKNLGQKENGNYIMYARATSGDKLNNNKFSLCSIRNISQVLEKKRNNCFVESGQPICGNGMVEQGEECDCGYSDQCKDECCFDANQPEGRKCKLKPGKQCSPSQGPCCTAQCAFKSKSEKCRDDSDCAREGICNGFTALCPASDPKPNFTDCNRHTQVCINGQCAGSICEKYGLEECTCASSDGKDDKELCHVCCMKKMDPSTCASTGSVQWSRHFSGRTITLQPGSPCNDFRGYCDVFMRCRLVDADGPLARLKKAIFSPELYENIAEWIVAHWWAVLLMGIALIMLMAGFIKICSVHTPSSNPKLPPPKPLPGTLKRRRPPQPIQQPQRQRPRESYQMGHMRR
NPR1 activator: GC-A (human) enzyme activation; P16066; HEK293 GC-A cells, cGMP TR-FRET, EC30 ANP; 0% at EC30 ANP, 100% saturating ANP; activation, % at 10 µM; 0.14% of 370,000 active; in the data active means activation above about 40%
ADAM17 inh: inhibits human ADAM17; P78536; 0.83% of 370,000 active; inhibition, % at 6.95 µM; recombinant ADAM17, EDANS/DABCYL FRET peptide cleavage;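 active means inhibition above the mean of compounds lying between control limits plus 3 SD, set per campaign, cut at about 8.5% in these data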;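 further: 0% = DMSO-only wells as the low control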
hcDAF-12 act: H. contortus DAF-12 activation, primary screen | HEK293 hcDAF-12 lit1-tk-luc reporter, luminescence; 0% DMSO, 100% Δ7-dafachronic acid | activation, % at 6.8 µM | 1.4% of 370,000 active;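 active means activation above the mean of all tested compounds plus 3 SD, cut at about 5.5% in these data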;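 further: 100% = response to 3 µM Δ7-dafachronic acid high control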
Starred values were filed as active, the others as inactive; i = inactive; · = not tested or not shown.

The line under a structure holds: DAX1 inh-2 | hgDAF12 agonist | PG9 Ab binder | DAX1 inh-1 | GAA850 FXN act | NPR1 activator | ADAM17 inh | hcDAF-12 act | ssDAF-12 act | SMARCA2 act | ADAM10 inh
COc1ccc(NC(=O)CSCC(=O)Oc2c(OC)cccc2OC)cc1
→ 0.0 | 2.2 | 0.3 | 0.5 | 1.5 | 2 | -4 | -0.6 | -0.7 | -3 | -1
COc1cccc(CNc2ccc3c(c2)ncn3C(C)C)c1OC
→ 0.6 | 8.4 | -3.3 | 2.7 | 2.7 | -4 | -9 | 2.9 | -0.8 | 0 | -38
CSc1ccccc1NC(=O)CSc1nncs1
→ 4.0 | 3.7 | 0.6 | 0.2 | -0.3 | 1 | -5 | -1.1 | -1.4 | 0 | -2
CCCCCc1ccc(-c2cn(Cc3ccc(C(=O)c4ccccc4)cc3)nn2)cc1
→ 0.9 | 0.9 | 1.5 | 0.3 | 0.9 | -3 | -5 | -0.5 | -1.1 | 0 | 2
CCO[C@H]1OC(C(=O)Nc2ccccc2)=C[C@@H](c2ccc(Br)cc2)[C@@H]1CCCO
→ -0.2 | -1.5 | -2.7 | 0.2 | -5.3 | -2 | 9 | -2.1 | -1.3 | 1 | 24*
COc1ccc(COn2c(=O)c(C)[n+]([O-])c3ccccc32)cc1OC
→ 1.2 | 1.0 | -1.4 | -1.0 | 3.6 | 5 | -4 | 0.1 | -1.0 | -2 | -15
COc1ccc(CCN(C)C(=O)c2cccc(S(=O)(=O)NCc3ccccc3)c2)cc1OC
→ -0.9 | -1.7 | -0.8 | -1.8 | 0.0 | -1 | -3 | -3.3 | -1.5 | 3 | -10
CCN(CC)c1ccc(/C=C/c2ccc3ccc(OC)cc3[n+]2CC)cc1
→ -4.0 | -9.8 | -34 | -1.8 | -7.8 | -16 | 1 | -5.1 | -2.4 | -4 | 2
O=C(N/N=C/c1c[nH]c2ccccc12)c1cc2ccccc2o1
→ 0.6 | 2.8 | 0.8 | 0.2 | 1.6 | 1 | -9 | -0.7 | 0.3 | 1 | -15
COc1ccccc1-c1noc2c1C(=O)N(Cc1cn(-c3ccc(Cl)cc3)nn1)CC2
→ · | -3.0 | -2.2 | -2.8 | · | 2 | -4 | -1.2 | -1.9 | -6 | -1
CC(NC(=S)Nc1ccc(F)cc1)c1ccccc1 (configuration not stated)
→ -0.1 | -1.1 | -1.5 | 0.2 | 0.9 | 2 | 2 | -1.5 | -1.5 | -1 | 7
O=C1NN=C(c2ccccc2)C1Cc1ccccc1 (configuration not stated)
→ 1.2 | 0.7 | -0.4 | -3.0 | 0.7 | 4 | 1 | -0.2 | -1.3 | -1 | 5
COc1ccc(-c2nnc(SCC(=O)N3CCCC3)o2)c(OC)c1
→ 1.5 | 12* | -1.4 | 0.7 | 2.1 | 1 | 2 | 1.8 | -1.0 | 0 | 4
O=C1CN(Cc2ccccc2)C(=NCc2ccco2)S1
→ -1.7 | -1.1 | 0.1 | -0.3 | -0.4 | 0 | 1 | -1.6 | -0.4 | 5 | 5
O=C(Nc1ccccc1)N(CCCN1CCOCC1)Cc1cc2cc3c(cc2[nH]c1=O)OCCO3
→ 1.2 | -3.1 | 3.2 | -0.4 | -5.8 | 3 | -80 | -2.9 | -1.3 | 2 | -235
CC(C)Nc1nc(NC(N)=S)nc(NC(C)(C)C)n1
→ -0.6 | -1.3 | -0.1 | 0.2 | 3.4 | 1 | 0 | -1.6 | -1.8 | -2 | 2
Cc1ccc(S(=O)(=O)N[C@@H](C)C(=O)N2CCC(C(=O)N3CCC[C@H]3C(=O)O)CC2)cc1
→ -0.6 | 0.4 | -0.3 | 0.9 | -1.4 | 2 | -2 | -1.7 | -1.2 | 2 | -2
CCN(C(=O)COC(=O)CSc1ccc([N+](=O)[O-])cc1)C1CCS(=O)(=O)C1 (configuration not stated)
→ 0.7 | 1.9 | -1.8 | -0.5 | 0.2 | 2 | 3 | -2.2 | -1.3 | -1 | 7
CC(/C=N/NC(=O)c1cc(-c2ccc(Cl)cc2)nc2ccccc12)=C\c1ccco1
→ -0.5 | 0.5 | -0.2 | -0.7 | -0.9 | -7 | -2 | 0.0 | -0.5 | -3 | -5
Cc1cc(Br)ccc1NC(=O)CSCc1c(C)noc1C
→ 1.4 | -1.8 | -0.5 | -2.5 | -1.1 | -3 | 2 | -0.4 | -1.4 | -2 | -10

Two entries picked at random from the list so far, as already listed:
The line under a structure holds: DAX1 inh-2 | hgDAF12 agonist | PG9 Ab binder | DAX1 inh-1 | GAA850 FXN act | NPR1 activator | ADAM17 inh | hcDAF-12 act | ssDAF-12 act | SMARCA2 act | ADAM10 inh
COc1ccc(-c2nnc(SCC(=O)N3CCCC3)o2)c(OC)c1
→ 1.5 | 12* | -1.4 | 0.7 | 2.1 | 1 | 2 | 1.8 | -1.0 | 0 | 4
COc1ccc(COn2c(=O)c(C)[n+]([O-])c3ccccc32)cc1OC
→ 1.2 | 1.0 | -1.4 | -1.0 | 3.6 | 5 | -4 | 0.1 | -1.0 | -2 | -15

As a working copy, some entries already given.
The line under a structure holds: DAX1 inh-2 | hgDAF12 agonist | PG9 Ab binder | DAX1 inh-1 | GAA850 FXN act | NPR1 activator | ADAM17 inh | hcDAF-12 act | ssDAF-12 act | SMARCA2 act | ADAM10 inh
COc1ccc(NC(=O)CSCC(=O)Oc2c(OC)cccc2OC)cc1
→ 0.0 | 2.2 | 0.3 | 0.5 | 1.5 | 2 | -4 | -0.6 | -0.7 | -3 | -1
COc1cccc(CNc2ccc3c(c2)ncn3C(C)C)c1OC
→ 0.6 | 8.4 | -3.3 | 2.7 | 2.7 | -4 | -9 | 2.9 | -0.8 | 0 | -38
CSc1ccccc1NC(=O)CSc1nncs1
→ 4.0 | 3.7 | 0.6 | 0.2 | -0.3 | 1 | -5 | -1.1 | -1.4 | 0 | -2
CCCCCc1ccc(-c2cn(Cc3ccc(C(=O)c4ccccc4)cc3)nn2)cc1
→ 0.9 | 0.9 | 1.5 | 0.3 | 0.9 | -3 | -5 | -0.5 | -1.1 | 0 | 2
CCO[C@H]1OC(C(=O)Nc2ccccc2)=C[C@@H](c2ccc(Br)cc2)[C@@H]1CCCO
→ -0.2 | -1.5 | -2.7 | 0.2 | -5.3 | -2 | 9 | -2.1 | -1.3 | 1 | 24*

(continued)
The line under a structure holds: DAX1 inh-2 | hgDAF12 agonist | PG9 Ab binder | DAX1 inh-1 | GAA850 FXN act | NPR1 activator | ADAM17 inh | hcDAF-12 act | ssDAF-12 act | SMARCA2 act | ADAM10 inh
CC(C)c1cc(N=NC(N)=O)cc(C(C)C)c1O
→ -0.6 | -0.3 | -1.2 | -0.3 | 1.3 | 16 | 9 | -1.3 | -1.1 | -3 | 8
COc1ccccc1CCC(=O)Nc1cccc(S(=O)(=O)N2CCOCC2)c1
→ -0.1 | 0.0 | 0.6 | -0.2 | 0.8 | 0 | -2 | 0.2 | -0.4 | -2 | 1
COc1cccc(C(=O)N2CCN(c3ncccn3)CC2)c1
→ 0.1 | -1.8 | 0.0 | 0.2 | 1.0 | -2 | -1 | 0.2 | -1.2 | 2 | -22
N=c1n(CCCOc2ccc(Br)cc2)c2ccccc2n1CC(N)=O
→ -0.9 | -3.2 | -1.8 | 0.1 | 0.6 | -13 | -6 | -0.6 | -1.9 | 6 | -2
COCCCN(C(=O)CCOc1ccccc1C)c1c(N)n(Cc2ccccc2)c(=O)[nH]c1=O
→ -1.2 | -0.7 | 1.1 | 0.0 | 0.2 | 3 | -3 | 0.7 | -0.3 | 0 | -12
CN(C(=O)c1cc(C(=O)N(C)c2ccccc2)cc([N+](=O)[O-])c1)c1ccccc1
→ 4.3* | 0.5 | -2.0 | -0.7 | -0.7 | 2 | -1 | -3.0 | -1.7 | 0 | 6
COc1cc(Cl)c(NS(=O)(=O)c2c(C(=O)N3CCCC3)c(C)n(C)c2C)c(OC)c1
→ 0.0 | 0.6 | 1.1 | 1.3 | 2.4 | 3 | 0 | -1.0 | -0.9 | -2 | -2
CN(Cc1ccccc1)Cc1nc2c(c(=O)n(C)c(=O)n2C)n1Cc1ccc(F)cc1
→ -0.6 | -3.4 | -0.9 | -1.1 | -4.2 | 3 | -1 | -1.4 | -1.6 | 0 | 4
CC(O)(C#CCN1CCOCC1)c1ccccc1 (configuration not stated)
→ -0.3 | 1.7 | -2.7 | -0.1 | 1.3 | 1 | -2 | -0.8 | -0.7 | -2 | -1
Cc1ccc2nc(-c3ccc(-c4ccccn4)s3)cn2c1
→ 4.0 | 12* | 0.7 | 1.3 | 1.3 | 1 | -179 | 3.6 | 0.2 | 2 | i
CCCCCCOc1ccc(C(CC(=O)O)C(N)=O)cc1 (configuration not stated)
→ 1.8 | -1.7 | -1.8 | 1.2 | -1.4 | 5 | -4 | -0.1 | -1.2 | 0 | -6
CCOC(=O)C1CCN(c2ccc(C(N)=O)cc2[N+](=O)[O-])CC1
→ -0.5 | -3.0 | -1.3 | -1.1 | 0.9 | -5 | -1 | -1.2 | -1.7 | -4 | -6
C=CCOc1ccc(/C=N/n2nnnc2N)cc1OC
→ 0.5 | 3.1 | 0.2 | 0.3 | 3.0 | 2 | -18 | -1.3 | -0.8 | -3 | -47
O=C(C[n+]1cccc(NC(=O)c2ccccc2)c1)c1ccc(NC(=O)c2ccccc2)cc1
→ -0.2 | 0.6 | -1.3 | 0.4 | -1.8 | 7 | -5 | 0.4 | -1.2 | 1 | -9
CC1(C(=O)NS(=O)(=O)c2cccc(F)c2)CCN1C(=O)CC1CCCC1 (configuration not stated)
→ · | 0.9 | -0.8 | 1.6 | -0.7 | 2 | -2 | -1.7 | -1.0 | -2 | -6
Cc1ccc(NC(=O)CSc2nnc(-c3cccnc3)n2-c2ccc(C)cc2)cc1
→ -0.1 | -1.7 | 0.9 | -0.3 | -1.2 | -3 | -1 | -2.4 | -1.0 | -2 | -8
CC(=O)Nc1cccc(C(=O)OCc2ccc(C(=O)Oc3ccc(Cl)cc3)cc2)c1
→ -0.8 | -0.1 | 0.7 | -0.4 | -0.6 | 5 | -3 | -1.2 | -1.3 | 1 | -1
CCCCCc1ccc(CC(=O)N2CCOCC2)cc1
→ 0.2 | -0.4 | -0.8 | -0.3 | 2.9 | 5 | -2 | -1.1 | -1.4 | 0 | 4
COc1ccccc1C(=O)OCC(=O)Nc1cccc(S(=O)(=O)N2CCCC2)c1
→ -0.6 | 1.3 | 3.1 | -1.3 | -1.5 | -1 | 6 | -0.9 | -1.4 | -2 | 10
O=C(Nc1ccccc1)C1=C[C@@H](c2ccc(Br)cc2)C[C@@H](OCCCCO)O1
→ 0.6 | 5.4 | -0.4 | 0.3 | 4.9 | -2 | 4 | 2.1 | -0.3 | 7 | 15
O=S(=O)(/C=C/c1cccc(Br)c1)N1CCOCC1
→ -0.1 | -1.0 | -0.7 | 0.5 | -0.2 | 0 | -4 | 0.7 | -1.3 | 2 | -3
Cc1csc(NC(=O)c2ccc(S(=O)(=O)N3CCN(C)CC3)cc2)n1
→ 0.5 | 0.8 | -1.4 | -0.1 | 0.6 | 0 | 1 | 0.4 | -0.6 | -2 | -4

High-throughput results from PubChem.

Rows were taken by chance; 6.8% or so of the library scored in one or more.
